Screening results: PubChem, National Center for Advancing Translational Sciences (NCATS)
BRCA1 expr act: BRCA1 expression activation | actives 1.1% (n = 380,000) | Potency, µM (series often up to 46.1 µM), for inactives: top-dose activation, usual class: activators | MCF7-BRCA1-FFLuc reporter, luminescence, 48 h; response scale: scaled: vehicle 0%, 10 µM genistein 100% | AID 624202; note: nearly all actives have a fitted effect of over 80% in size; some results filed as inactive show a strong effect at the top dose
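First, MCF7-BRCA1-FFLuc cells (2000/well) attach for 2 h; next, compounds are pin-added and incubated 48 h at 37 °C; finally, luciferase reagent is added and luminescence read after 15 min.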
FLuc counter: counter-screen for miR-21 project: firefly luciferase inhibitors or activators. actives 6.9% (n = 360,000). P08659. Potency, µM (top dose mostly 57.5 µM), for the others: at the highest dose activity change, negative = inhibition, hits mostly inhibitors. purified FLuc, Km substrates, luminescence inhibition;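 note: plate controls were vehicle for no effect and reference inhibitor for full effect; nearly all actives have a fitted effect of over 55% in size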
Target sequence (P08659 whole entry, looked up): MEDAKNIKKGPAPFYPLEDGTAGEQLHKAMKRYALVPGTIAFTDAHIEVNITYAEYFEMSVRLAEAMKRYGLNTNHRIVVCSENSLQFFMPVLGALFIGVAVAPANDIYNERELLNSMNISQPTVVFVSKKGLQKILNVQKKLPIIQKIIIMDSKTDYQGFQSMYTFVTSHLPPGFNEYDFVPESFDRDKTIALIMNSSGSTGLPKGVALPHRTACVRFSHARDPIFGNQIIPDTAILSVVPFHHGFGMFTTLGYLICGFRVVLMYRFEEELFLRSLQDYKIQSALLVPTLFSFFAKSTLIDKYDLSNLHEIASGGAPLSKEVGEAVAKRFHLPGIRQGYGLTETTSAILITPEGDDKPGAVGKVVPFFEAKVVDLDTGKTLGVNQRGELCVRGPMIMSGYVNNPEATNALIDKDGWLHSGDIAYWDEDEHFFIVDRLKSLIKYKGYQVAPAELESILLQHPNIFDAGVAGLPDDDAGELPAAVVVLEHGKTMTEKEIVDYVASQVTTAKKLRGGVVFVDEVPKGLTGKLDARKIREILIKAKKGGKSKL
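Purified P. pyralis luciferase, 10 nM final, with Km-level 10 uM D-luciferin and 10 uM ATP in 50 mM Tris acetate pH 7.5, 10 mM Mg acetate, 0.01% Tween-20, 0.05% BSA; 6-point qHTS titration about 60 µM downward; luminescence read.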
* = called active by the depositor; u = inconclusive. Calls come from the whole dose curve; as a rule, active = well fitted curve in the direction sought with a large enough effect; inconclusive = small, poorly fitted or top-dose-only effect, or another doubt; inactive = no such curve, though single readings can be large; an effect the other way counts as inactive or inconclusive. Potency is the fitted concentration of half-maximal effect. Some of the compounds tested; the hit share may differ from the screen's.

item	Compound	BRCA1 expr act	FLuc counter
1	COc1ccc(CNc2nc(-c3ccc(OC)cc3)cc(C(F)(F)F)n2)cc1	-27.1%	-0.1%
2	CCn1cc2nc(SCC(=O)Nc3cc(OC)ccc3OC)n(Cc3ccc(Cl)cc3)c(=O)c2n1	-8.0%	4.7%
3	CCc1ccc(C(=O)CC2(O)C(=O)N(CCc3ccccc3)c3ccc(Br)cc32)cc1 (configuration not stated)	-66.1%	-0.8%
4	COc1ccc(-c2noc(-c3ccccc3OCC(=O)Nc3ccc(C(C)=O)cc3)n2)cc1	0.0%	-1.2%
5	CCN(CC)C(=O)c1ccc2c(c1)N(Cc1ccccc1F)C(=O)c1ccccc1S2=O (configuration not stated)	22.3%	-1.9%
6	CCOc1ccc(S(=O)(=O)N2CCN(c3ccc(Cl)c(Cl)c3)CC2)c2ccccc12	0.0%	2.1%
7	O=C(Cn1c(=O)n(Cc2cccs2)c(=O)c2cccnc21)Nc1ccccc1F	-2.3%	-8.6%
8	COc1ccc(CNc2cc(-c3ccc(OC)cc3)nc3nncn23)cc1	-33.5%	-18.0%
9	CCC(CC)c1nn2c(=O)cc(COc3ccc(NC(=O)c4cccc(C)c4)cc3)nc2s1	0.4%	3.0%
10	CC1=C(C(=O)Nc2ccccc2)C(c2ccc(C(=O)O)cc2)n2ncnc2N1 (configuration not stated)	6.5%	-2.4%
11	Cc1ccc(NC(=O)Nc2ccc3snnc3c2)cc1C	-7.6%	23.9µM*
12	CCOC(=O)c1ccccc1NC(=O)CN(c1ccccc1)S(=O)(=O)c1ccc(OCC)cc1	13.7%	5.5%
13	CCOc1ccc(NC(=O)CSc2cn(CCNC(=O)c3ccccc3F)c3ccccc23)cc1	10.2%	-17.2%
14	CCOC(=O)c1cc(-c2ccc(C)cc2)nn1Cc1ccccc1	10µM*	7.57µM*
15	COC(=O)c1ccc(NC(=O)CCc2c(C)nc3c(c(C)nn3C(C)(C)C)c2C)cc1	53.3%	3.2%

The list goes on:
item	Compound	BRCA1 expr act	FLuc counter
16	COc1ccc(-c2nnc(SCCOc3ccccc3C)o2)cc1OC	11.2%	u
17	O=C(COc1ccc(F)cc1)Nc1ccc2nc(SCC(=O)N3CCc4ccccc43)sc2c1	15.6%	1.3%
18	Cc1cc(Nc2cc(Cl)ccc2C)n2nc(-c3ccccc3)nc2n1	1.2%	4.1%
19	CCc1nc2c(cnn2-c2ccc(C)cc2)c(=O)n1-c1ccc(C)cc1	-12.1%	2.3%
20	Clc1ccc(CNc2ncnc3onc(-c4ccc(Cl)cc4)c23)cc1	-32.7%	0.3%
21	COC(=O)c1ccc(NC(=O)CN2C(=O)CC(c3ccccc3)Sc3ccccc32)cc1 (configuration not stated)	0.0%	u
22	CN(C(=O)CC(=O)Nc1ccc2nc3n(c(=O)c2c1)CCCCC3)c1ccccc1F	34.6%	-9.5%
23	CNC(=O)c1c(NC(=O)/C=C/c2ccccc2)sc2c1CCC2	-7.0%	u
24	COC(=O)CCCCCn1c(-c2ccccc2)cn2c3c(=O)n(C)c(=O)n(C)c3nc12	12.7%	-2.6%
25	O=C(Nc1cccc(C(F)(F)F)c1)c1ccc2snnc2c1	19.6%	-1.6%
26	Cc1ccc(CN(C(=O)COc2cccc([N+](=O)[O-])c2)c2ccccn2)o1	-7.9%	1.0%
27	CC(=O)N1CCc2nc3sc(C(=O)Nc4ccc(Cl)cc4F)c(N)c3c(C(F)(F)F)c2C1	0.5%	4.0%
28	COc1cccc(NS(=O)(=O)c2ccc3[nH]cc(C(=O)N4CCCCCC4)c(=O)c3c2)c1	7.5%	u
29	Cc1ccc(CCNC(=O)c2ccc3c(c2)N(Cc2ccccc2)C(=O)c2ccccc2S3=O)cc1 (configuration not stated)	2.3%	-0.9%
30	COc1ccc(CNC(=O)c2ccc(NC(=O)N3CCCCc4ccccc43)cc2)c(OC)c1	-6.5%	-16.2%

The list goes on:
item	Compound	BRCA1 expr act	FLuc counter
31	CN(C)c1ccc(-c2nc3ccc(Cl)cn3c2Nc2ccc3c(c2)OCCO3)cc1	10µM*	u
32	O=C(CSC1=Nc2ccccc2N=C(c2ccc(F)cc2)C1)Nc1cccc(C(F)(F)F)c1	-62.5%	-7.0%
33	Cc1ccc2c(c1)-c1c(cnn1CC(=O)Nc1ccccc1C#N)CO2	-22.3%	-1.3%
34	Cc1nc(-c2ccc(S(=O)(=O)Nc3ccc(C#N)cc3)cc2)co1	3.2%	u
35	CC(C)c1ccc(S(=O)(=O)Nc2ccc(O)c(Sc3nc4ccccc4s3)c2)cc1	-33.8%	u
36	O=C(NCc1ccccc1Cl)c1ccc(NC(=O)N2CCCCc3ccccc32)cc1	22.5%	-6.8%
37	COc1ccc(CN2C(=O)C(NC(=O)c3cccc(C)c3)(C(F)(F)F)N=C2c2ccccc2)cc1 (configuration not stated)	-23.0%	-14.0%
38	Nc1cc(=O)nc(SCC(=O)Nc2ccccc2)n1CCc1ccccc1	-27.4%	-9.1%
39	Cc1ccc(C)c(NC(=O)CN2CCSc3ccc(S(=O)(=O)N4CCCC4)cc32)c1	-10.6%	2.0%
40	CC(=O)c1cccc(NC(=O)C2CCN(S(=O)(=O)c3ccc4[nH]c(=O)ccc4c3)CC2)c1	-5.6%	-1.1%
41	Cc1ccc(C)c(NC(=O)Cn2cc(S(=O)(=O)c3ccc(F)cc3)c(=O)c3cc(F)ccc32)c1	13.6%	1.1%
42	COc1ccccc1NC(=O)c1ccc2c(Cl)c3c(nc2c1)CCCC3	8.9%	7.57µM*
43	Cn1cc(S(=O)(=O)N2CCCCC2)cc1C(=O)N1CCN(c2ccccc2F)CC1	0.8%	-3.7%
44	Cn1c(C(=O)NCc2cccc(Cl)c2)cc2oc3ccccc3c21	44.0%	-0.8%
45	O=C(NCc1ccc(F)cc1)C1CCN(C(=O)c2cnn(-c3ccccc3)c2-n2cccc2)CC1	4.6%	-6.9%

46: Cc1cccc(-n2ccnc2SCC(=O)Nc2ccc3c(c2)OCO3)c1
47: Cc1ccc(NC(=O)c2cnn3c(C(F)F)cc(-c4ccccc4)nc23)c(C)c1
48: COc1ccccc1NC(=O)Cn1c(=O)n(CC2CCC(C(=O)NCCc3ccccc3)CC2)c(=O)c2ccccc21 (configuration not stated)
49: COC(=O)CC(=O)CSc1nc2cc(C(=O)NCC(C)C)ccc2c(=O)n1CCc1ccccc1
50: COc1ccc(NC(=O)c2oc3ccccc3c2NC(=O)C2CCCCC2)c(OC)c1
51: CCCN(CCC)CC(O)Cn1cc(/C=C/C(=O)c2ccc(Br)cc2)c2ccccc21 (configuration not stated)
52: CCc1ccc(-n2nc(C)c3c(C)cc(=O)n(CC(=O)Nc4ccc(F)cc4C)c32)cc1
53: CCC(=O)OCc1cc(=O)n2nc(C3CC3)sc2n1
compound no.	46	47	48	49	50	51	52	53
BRCA1 expr act	19.3%	93.2%	3.1%	2.5%	1.6%	-9.9%	2.7%	25.7%
FLuc counter	-4.0%	2.5%	0.1%	-2.7%	-9.4%	5.9%	1.9%	-1.3%

54: Cc1cccc(OC(=O)c2cc(-c3ccc(C)c(C)c3)on2)c1
55: Cc1cc(C)cc(C(=O)n2nc(C)c(S(=O)(=O)N3CCCCCC3)c2C)c1
56: CC(=O)N1CCc2c(sc3c2c(=O)n(-c2ccccc2C)c(=O)n3CC(=O)Nc2ccccc2)C1
57: COc1ccc(OC)c(NC(=O)C(Cc2ccccc2)NS(=O)(=O)c2ccc3c(c2)CCC(=O)N3)c1 (configuration not stated)
58: Cn1ccc2c(OCC(=O)NCc3ccccc3)cccc2c1=O
59: Cc1nn(-c2ccccc2)c(-n2cccc2)c1C(=O)NCc1ccccc1Cl
60: Cc1ccc(NC(=O)CN2C(=O)CCc3cc(S(=O)(=O)N4CCOCC4)ccc32)cc1F
61: COc1ccc(Cn2c(=O)n(-c3ccccc3C)c(=O)c3c4c(sc32)CN(C(C)=O)CC4)cc1
compound no.	54	55	56	57	58	59	60	61
BRCA1 expr act	-8.1%	6.3%	0.0%	-3.3%	0.0%	-24.6%	8.7%	-6.1%
FLuc counter	u	-18.7%	-8.8%	-3.1%	-5.6%	u	-3.6%	3.1%

A different layout for part of the listing above.
Fields: BRCA1 expr act	FLuc counter
54: Cc1cccc(OC(=O)c2cc(-c3ccc(C)c(C)c3)on2)c1
  -8.1%	u
55: Cc1cc(C)cc(C(=O)n2nc(C)c(S(=O)(=O)N3CCCCCC3)c2C)c1
  6.3%	-18.7%
56: CC(=O)N1CCc2c(sc3c2c(=O)n(-c2ccccc2C)c(=O)n3CC(=O)Nc2ccccc2)C1
  0.0%	-8.8%
57: COc1ccc(OC)c(NC(=O)C(Cc2ccccc2)NS(=O)(=O)c2ccc3c(c2)CCC(=O)N3)c1 (configuration not stated)
  -3.3%	-3.1%
58: Cn1ccc2c(OCC(=O)NCc3ccccc3)cccc2c1=O
  0.0%	-5.6%

Next results:
62: CCc1ccc(-n2c(=O)c3c4c(sc3n(CC(=O)N3CCCCC3CC)c2=O)CCC4)cc1 (configuration not stated)
63: Cc1ccc(C)c(N2CCN(C(=O)CN3CCSc4ccc(S(=O)(=O)N(C)C)cc43)CC2)c1
64: COc1ccc(NC(=O)C(Cc2ccccc2)NS(=O)(=O)c2ccc3c(c2)CCC(=O)N3)c(OC)c1 (configuration not stated)
65: COc1ccc(-c2noc(CSc3nnc(Cc4ccccc4)n3-c3cccc(C)c3)n2)cc1
66: CCOC(=O)c1ccc(NC(=O)CSc2ncc(S(=O)(=O)c3ccc(C)c(Cl)c3)c(=O)[nH]2)cc1
67: COc1ccc(-n2c(=O)c3sc4ccccc4c3n(CC(=O)Nc3cccc(C)c3)c2=O)cc1
68: Cc1cccc(N2CCN(C(=O)c3ccc4c(c3)N(Cc3ccccc3F)C(=O)c3ccccc3S4=O)CC2C)c1 (configuration not stated)
69: CCCCNC(=O)CCn1c(=O)c2ccccc2n(Cc2ccccc2C#N)c1=O
compound no.	62	63	64	65	66	67	68	69
BRCA1 expr act	10.1%	-28.9%	0.0%	-37.8%	18.3%	15.4%	-35.6%	0.1%
FLuc counter	-10.8%	7.1%	-3.0%	-5.4%	u	-12.3%	0.8%	-1.9%

70: CCOC(=O)c1ccccc1NC(=O)Cn1c(=O)n(CCCC(=O)NCc2ccc3c(c2)OCO3)c(=O)c2ccccc21
71: CCOC(=O)c1ccc(N2C(=O)c3n[nH]c(-c4cccs4)c3C2c2ccc(CC)cc2)cc1 (configuration not stated)
72: COc1cc(OC)cc(-c2nnc(SCC(=O)c3ccc([N+](=O)[O-])cc3)o2)c1
73: Cc1ccccc1S(=O)Cc1ccc(C(=O)NCc2ccccc2Cl)o1 (configuration not stated)
74: Cc1ccc(-c2nc3sc(CCNC(=O)c4ccc(F)c(F)c4)c(C)n3n2)cc1
75: O=c1c(NCc2ccccc2Cl)nccn1-c1ccccc1
76: CCCC(=O)N(c1ccc2oc(C)c(C(C)=O)c2c1)S(=O)(=O)c1ccc(CC)cc1
77: COc1ccccc1-c1noc(-c2ccc(NCCc3ccccc3)c([N+](=O)[O-])c2)n1
compound no.	70	71	72	73	74	75	76	77
BRCA1 expr act	4.4%	-71.7%	12.6%	0.9%	19.9%	46.0%	-28.2%	1.2%
FLuc counter	0.2%	-2.9%	3.5%	-13.5%	u	-7.3%	-6.8%	u

Filtered by structure: those above containing bromine (2)
3: CCc1ccc(C(=O)CC2(O)C(=O)N(CCc3ccccc3)c3ccc(Br)cc32)cc1 (configuration not stated)
51: CCCN(CCC)CC(O)Cn1cc(/C=C/C(=O)c2ccc(Br)cc2)c2ccccc21 (configuration not stated)
compound no.	3	51
BRCA1 expr act	-66.1%	-9.9%
FLuc counter	-0.8%	5.9%

The main list resumes, starting three compounds before the break.
75: O=c1c(NCc2ccccc2Cl)nccn1-c1ccccc1
76: CCCC(=O)N(c1ccc2oc(C)c(C(C)=O)c2c1)S(=O)(=O)c1ccc(CC)cc1
77: COc1ccccc1-c1noc(-c2ccc(NCCc3ccccc3)c([N+](=O)[O-])c2)n1
78: COc1cc(-c2nc(Cn3nnc(C(=O)Nc4ccccc4)c3C)c(C)o2)cc(OC)c1OC
79: CCCSCCCNC(=O)C1CCN(C(=O)c2cnn(-c3ccccc3)c2-n2cccc2)CC1
80: CCOc1ccccc1CNCCSc1nnnn1C
81: Cc1ccc(N2CCN(C(=O)CCc3c(C)nc4ncnn4c3C)CC2)c(C)c1
82: Cc1cc(C)c(NC(=O)Cn2c(=O)n(CC3CCCO3)c(=O)c3ccccc32)c(C)c1 (configuration not stated)
83: COc1cc(Br)c(C2CC(=O)Nc3cc4c(cc32)OCCO4)cc1OC (configuration not stated)
84: Cc1cccc(-c2nc(Cn3c(SCc4cccc(C(F)(F)F)c4)nc4ccncc43)c(C)o2)c1
85: CCOc1ccc(C(=O)c2cn(CC(=O)Nc3ccc(Cl)cc3)c3cc4c(cc3c2=O)OCO4)cc1
86: CC(C)OCCCNC(=O)CN1C(=O)c2ccccc2Sc2ncccc21
87: Cc1oc2ncn(CC(C)C)c(=O)c2c1C(=O)NCCc1ccccc1
compound no.	75	76	77	78	79	80	81	82	83	84	85	86	87
BRCA1 expr act	46.0%	-28.2%	1.2%	-31.1%	-10.8%	4.4%	-3.4%	3.2%	-64.8%	-16.5%	0.0%	1.0%	6.6%
FLuc counter	-7.3%	-6.8%	u	-10.9%	-14.9%	0.3%	-1.6%	1.2%	-1.5%	-0.7%	3.1%	5.5%	0.6%
